Assay outcomes as filed in PubChem.
Pin1 inhibitor: inhibitors of human Pin1. Q13526. Pin1 FP peptide displacement, HiFluor488, 10 min. Potency, µM (top dose mostly 115 µM), inactives show top-dose activity, negative = inhibition, actives largely listed as inhibitors. 0.009% of 390,000 active. AID 504891; active = well fitted inhibition curve with a large enough effect in the polarisation, with a control signal flat, not every such curve was filed as active; inconclusive = small, poorly fitted or top-dose-only effect, or effect the other way, or a change in a side signal; inactive = no such curve, though single readings can be large or run the other way; the % refers to the polarisation; note: % is set by controls: 0 for no effect and ±100 for the full control effect
Target sequence (Q13526 whole entry, looked up): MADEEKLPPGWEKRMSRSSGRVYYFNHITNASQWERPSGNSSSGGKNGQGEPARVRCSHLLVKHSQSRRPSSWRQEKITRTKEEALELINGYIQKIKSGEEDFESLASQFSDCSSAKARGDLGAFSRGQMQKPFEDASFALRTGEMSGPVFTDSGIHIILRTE
HP1b chromo inh: inhibitors of HP1-beta chromodomain binding to methylated histone tails; P83916; AlphaScreen HP1-beta / biotin-H3K9me3 peptide binding; Potency, µM (doses to about 114 µM), without a hit: top-dose activity change, negative = inhibition, most hits filed as inhibitors; 0.56% of 390,000 active; note: nearly all actives have a fitted effect of over 70% in size; inactives centre near 23
Target sequence (P83916 whole entry, looked up): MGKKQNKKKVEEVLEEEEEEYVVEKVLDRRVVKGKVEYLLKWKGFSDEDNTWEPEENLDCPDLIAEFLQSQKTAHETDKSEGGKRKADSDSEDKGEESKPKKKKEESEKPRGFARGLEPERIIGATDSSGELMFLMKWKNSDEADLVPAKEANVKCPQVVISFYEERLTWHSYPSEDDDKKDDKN
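AlphaScreen: HP1-beta (50 nM) preformed 30 min with biotin-H3(1-18)K9me3 peptide (50 nM) in PBS pH 7.4, 0.01% Tween-20. Compound added for 30 min at RT, then streptavidin donor/nickel chelate acceptor beads (10 ug/mL) for 30 min.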
POLI inh: inhibitors of human DNA polymerase iota | AID 588590 | Pol iota fluorescent replication assay, 10 min | Potency, µM (top dose mostly 115 µM), for inactives: at the highest dose activity, negative = inhibition, most hits filed as inhibitors | Q9UNA4 | 1% of 390,000 active
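Pol iota at 10 nM preincubated 15 min with compounds at room temperature; reaction started with fluorescent substrate, 50 nM final. Fluorescence read kinetically at 0 and 10 min; buffer-only wells as negative control.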
G9a inh: blocks human histone lysine methyltransferase G9a | G9a H3K9 monomethylation, AlphaScreen, 2 h | 8.8% of 350,000 active | AID 504332 | Q96KQ7 | Potency, µM (series often up to 102 µM), for the others: at the highest dose activity, negative = inhibition, usual class: inhibitors; note: % is set by controls: 0 for no effect and ±100 for the full control effect; nearly all actives have a fitted effect of over 75% in size
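AlphaScreen detection with an anti-monomethyl H3K9 antibody quantified product after a 2 h room-temperature reaction containing 500 nM biotinylated H3K9 peptide, 20 µM SAM and 20 nM enzyme, which had been preincubated 15 min with compound.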
PGK inhibitor: inhibitors of T. brucei phosphoglycerate kinase. P07378. PGK/GAPDH coupled, Kinase-Glo luminescence, 60 min. Potency, µM (titrated, usually from 57.5 µM), without a hit: at the highest dose activity change, negative = inhibition, hits mostly inhibitors. 0.043% of 380,000 active. AID 602233; note: % is set by controls: 0 for no effect and ±100 for the full control effect; nearly all actives have a fitted effect of over 60% in size
Target sequence (P07378 whole entry, looked up): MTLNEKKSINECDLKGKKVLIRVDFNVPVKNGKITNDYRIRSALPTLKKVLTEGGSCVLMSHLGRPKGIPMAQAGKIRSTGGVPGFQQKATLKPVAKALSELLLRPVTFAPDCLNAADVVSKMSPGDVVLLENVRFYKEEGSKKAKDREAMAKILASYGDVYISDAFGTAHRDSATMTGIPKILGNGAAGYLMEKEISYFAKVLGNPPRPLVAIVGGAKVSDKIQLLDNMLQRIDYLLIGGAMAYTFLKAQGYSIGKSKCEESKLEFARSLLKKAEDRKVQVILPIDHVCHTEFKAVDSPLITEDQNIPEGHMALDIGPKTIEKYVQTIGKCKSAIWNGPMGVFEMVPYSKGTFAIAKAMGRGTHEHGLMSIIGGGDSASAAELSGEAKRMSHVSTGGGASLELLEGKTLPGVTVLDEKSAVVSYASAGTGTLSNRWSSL
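Recombinant glycosomal PGK reaction used 1,3-bisphosphoglycerate generated in-well by GAPDH (100nM final) in 100mM TEA pH 7.6, 5mM MgCl2, 0.01% Tween-20. After 60 minutes at room temperature, ATP was read by Kinase-Glo Plus luminescence end-point.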
BAZ2B inh: BAZ2B (human) inhibition | 4.4% of 360,000 active | Potency, µM (top dose mostly 114 µM), for inactives: at the top dose activity change, negative = inhibition, most hits filed as inhibitors | Q9UIF8 | AlphaScreen BAZ2B-H3K14Ac peptide displacement | AID 504333; note: % is set by controls: 0 for no effect and ±100 for the full control effect; nearly all actives have a fitted effect of over 60% in size
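AlphaScreen displacement of biotin-H3(5-23)K14Ac peptide (50 nM final) from BAZ2B (50 nM final) in PBS pH 7.4, 0.01% Tween-20; complex preformed 30 min RT, then compounds (top 110 uM) 30 min RT, beads 20 min dark.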
GLS inh: blocks human kidney-isoform glutaminase activity; O94925; GLS enzymatic activity, qHTS titration; Potency, µM (doses to about 45.5 µM), for the others: top-dose activity change, negative = inhibition, most hits filed as inhibitors; 0.21% of 410,000 active; AID 624170; note: % is set by controls: 0 for no effect and ±100 for the full control effect
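hKGA; 45 mM KH2PO4 pH 8.2 + 0.02% Tween-20; cpd via pin tool; 1 mM Gln soln; GluOx/HRP/Amplex Red; RT 30 min; fluor. t0 & final.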
JMJD2A Tudor inh: blocks the human JMJD2A Tudor domain. O75164. AlphaScreen JMJD2A-Tudor / H3K4me3 peptide binding. Potency, µM (titrated, usually from 114 µM), for inactives: at the highest dose activity change, negative = inhibition, usual class: inhibitors. 4.4% of 390,000 active. AID 504339; note: % is set by controls: 0 for no effect and ±100 for the full control effect; nearly all actives have a fitted effect of over 50% in size
BLM inh: inhibitors of human Bloom syndrome helicase BLM; P54132; recombinant BLM DNA unwinding, fluorescence dequenching; Potency, µM (doses to about 56.1 µM), inactives show top-dose activity change, negative = inhibition, hits mostly inhibitors; 0.2% of 350,000 active; AID 2528;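 note: plate controls were vehicle for no effect and no enzyme for full effect; nearly all actives have a fitted effect of over 35% in size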
An asterisk follows results filed as active; i = inactive; ? = inconclusive; / = no result given; [ ] = another dose, or the depositor's remark. Unless noted, calls come from the whole dose curve; as a rule, active = well fitted curve in the direction sought with a large enough effect; inconclusive = small, poorly fitted or top-dose-only effect, or another doubt; inactive = no such curve, though single readings can be large; an effect the other way counts as inactive or inconclusive. Potency is the fitted concentration of half-maximal effect. An excerpt; rates above refer to the full screens.

No.	mol	Pin1 inhibitor	HP1b chromo inh	POLI inh	G9a inh	PGK inhibitor	BAZ2B inh	GLS inh	JMJD2A Tudor inh	BLM inh
1	CCOC(=O)Nc1ccc(NS(=O)(=O)c2ccc(C)cc2)cc1	6%	26%	11%	25%[12.7 µM]	-9%	-7%	32%[activator]	-11%	-3%
2	O=C(CN1C(=O)c2ccc([N+](=O)[O-])cc2C1=O)NCc1ccco1	1%	32%	163%[activator]	-46%	i	-22%	0%	10%[57.1 µM]	-3%
3	O=C1OC(c2cccs2)=N/C1=C/c1ccc(-c2cccc(C(=O)O)c2)o1	/	?	20µM*	7.9µM*	-22%	25µM*	6%	50µM*	110%[activator]
4	Cc1cc(C(=O)N/N=C/c2c(C)nn(-c3ccccc3)c2Cl)n[nH]1	-2%	14%	21%	11%	-7%	-4%	2%	-17%	2%
5	Cc1ccc(-c2nc(=N)sn2Cc2ccccc2)cc1	1%	?	8%	/	/	/	/	4.5µM*	/
6	Cn1c(SCC(=O)C(C)(C)C)nnc1-c1ccc(F)cc1	-3%	-7%	13%	-29%	i	-3%	0%	-17%	-1%
7	C=CCN(CC=C)CC(=O)Nn1c(C)ccc1C	-9%	9%	?	/	-10%	/	31%[activator]	-29%	/
8	OCc1cc(-c2ccccn2)no1	-9%	41%[activator]	-1%	11%[2.33 µM]	0%	-13%	3%	-4%	/
9	O=C(NCCS(=O)(=O)N1CCN(c2ccccc2F)CC1)c1ccc(Br)cc1	-6%	-5%	21%	19%	i	-4%	-5%	-17%	2%
10	O=C(NCC1CCCO1)c1onc(CSc2cccc3ccccc23)c1C(=O)O (stereo unspecified)	-2%	34%[activator]	?	35%[0.501 µM]	-7%	-28%	16%	-22%	-1%
11	COc1cc(/C=N/NC(=O)CCC(=O)Nc2ccc(C)cc2)ccc1O	-2%	22%	64%[activator]	9%	-3%	-2%	0%	-7%	1%
12	Cc1c(C(=O)N2CCOCC2)sc(NC(=O)Cc2ccccc2)c1C#N	-2%	8%	176%[activator]	22%	-4%	-13%	6%	-11%	3%
13	O=[N+]([O-])c1cc(F)cc(F)c1Nc1ccc(F)cc1	0%	?	27%	/	1%	/	9%	35µM*	/
14	CCOC(=O)c1cnc(-n2nc(C)cc2C)nc1N(CC)CC	-1%	14%	3%	-30%[12.7 µM]	-9%	12%	10%	4%	-1%
15	CCOC(=O)C1(Cc2cccc(OC)c2)CCN(Cc2cccc(OC)c2OC)CC1	3%	25%	92%[activator]	0%	i	-20%	-13%	-6%[11.4 µM]	1%
16	CC(C)(C)c1ccc(-c2n[nH]c(=S)n2/N=C/c2ccncc2)cc1	11%	7%	1%	2.5µM*	-1%	-9%	-9%	?	0%
17	CC(C)N(C1=N/C(=C\c2ccco2)C(=O)N1c1ccccc1)C(C)C	35%[activator]	8%	10%	?	2%	-4%	13%	-5%	-5%
18	COc1cc(C(C2C(=O)CC(C)(C)CC2=O)C2C(=O)CC(C)(C)CC2=O)cc(OC)c1OC	-1%	54%[activator]	72%[activator]	45µM*	-2%	1%	-24%	-10%	-1%
19	COc1c(N2CCN(C(=S)Nc3ccccc3F)C(C)C2)c(F)cc2c(=O)c(C(=O)O)cn(C3CC3)c12 (stereo unspecified)	-3%	17%	40%[activator]	?	-3%	?	12%	-13%	-11%
20	Cc1ccccc1OC(=O)c1nc(SCc2ccccc2F)ncc1Cl	-1%	74%[activator]	3%	57%[activator][59 µM]	0%	78%[activator]	3%	47%[activator]	2%
21	CCCCOc1cccc(-c2nnc(N)s2)c1	3%	16%	10%	-1%[12.7 µM]	-7%	-3%	11%	-16%	-8%
22	Cc1ccc2nc(CSc3nc(C)cc(C)c3C#N)[nH]c2c1	0%	74%	-11%	1%[12.7 µM]	7%	15%[57.1 µM]	1%	-2%	-5%
23	CCC1(c2ccccc2)NC(=O)N(CC(=O)Nc2ccc(S(=O)(=O)N3CC(C)CC(C)C3)cc2)C1=O (stereo unspecified)	30%	15%	9%	?	-9%	0%	-17%	-28%	/
24	CCCN(CC(=O)Nc1ccc(F)c(F)c1F)C(=O)c1ccc(=O)n(Cc2ccccc2)n1	-2%	9%	31%[activator]	9%[12.7 µM]	-2%	8%	14%	-24%	/
25	COc1ccc(N2Nc3n[nH]c(N)c3N2)cc1	10%	-2%	18%	7.9µM*	3%	-35%	23%	?	5%
26	CCOc1ccccc1NC(=O)C(Sc1nnc2ccccn12)c1ccccc1 (stereo unspecified)	5%	9%	16%	-1%	-18%	-3%	8%	-10%	-1%
27	C=CCNc1oc(C2CCCC2)nc1C#N	2%	40%[activator]	33%[activator]	21%[2.33 µM]	-1%	12%	3%	-3%	/
28	O=C(Nc1ccccn1)C(NS(=O)(=O)c1cccc2nsnc12)c1ccccc1 (stereo unspecified)	1%	10%	-1%	?	-12%	-10%	-7%	-17%	-5%
29	Cc1ccccc1C(=O)Nc1ccc(N2CCN(C)CC2)nc1	-6%	7%	-16%	29%	8%	14%	-6%	-8%	5%
30	Cc1ccc(S(=O)(=O)n2nccc2-c2c(-c3ccccc3)noc2C)cc1	35%[activator]	39%[activator]	-28%	66%[activator]	-5%	13%	0%	28%	-12%
31	COc1cccc(CNc2nc3nc(C)c(Cl)c(C)n3n2)c1	6%	51%[activator]	-1%	23%[12.7 µM]	-1%	-4%	1%	-8%	-1%
32	COc1cc([N+](=O)[O-])ccc1NC(=O)C1CCCN(S(C)(=O)=O)C1 (stereo unspecified)	?	44%[activator]	18%	-4%[2.33 µM]	i	11%	-3%	0%	/
33	Cc1ccc(CN(C)C(=O)c2cccc(S(=O)(=O)N3CCc4ccccc4C3)c2)o1	0%	-2%	10%	8%[2.33 µM]	-1%	?	4%	-24%	/
34	Cc1ccc(C)c(NC(=O)c2ccc(N(C)S(C)(=O)=O)cc2)c1	4%	31%[activator]	8%[58.9 µM]	-2%	-2%	5%	-5%	1%	0%
35	O=C(NCc1cccs1)C1CCC(CNS(=O)(=O)c2ccccc2)CC1 (stereo unspecified)	2%	30%	101%[activator]	7%	i	-13%	4%	-3%	-1%
36	Cc1ccc(CN2C(=O)CCC2C(=O)NCCN(CC(C)C)CC(C)C)cc1 (stereo unspecified)	3%	27%	17%	?	3%	-8%	7%	-5%	-2%
37	CCC(=O)N1c2ccc(S(=O)(=O)N3CCN(c4ccccc4)CC3)cc2CC1C (stereo unspecified)	67%[activator]	31%	8%	0%[59 µM]	i	/	10%	-21%	-3%
38	O=C(Nc1nc2c(F)cccc2s1)c1ccco1	0%	44%[activator]	4%	22%	-9%	-4%	0%	1%	4%
39	c1ccc(OCc2nc(-c3cccs3)no2)cc1	-2%	101%[activator]	-11%[58.9 µM]	198%[activator]	-8%	142%[activator]	-8%	128%[activator]	-1%
40	CCOC(=O)c1ccc(NC(=O)CSc2nc3cc4ccccc4cc3[nH]2)cc1	9%	28%	-2%	-49%[59 µM]	i	-2%	-13%	-27%	-8%
41	COc1cc(Br)cc(/C=N/c2ncn[nH]2)c1O	-2%	-2%	?	?	-9%	-3%	22%	-17%	-3%
42	CSc1ccc(S(=O)(=O)N2CCN(Cc3ccc4c(c3)OCO4)CC2)cc1	?	44%[activator]	-12%	79µM*	10%	-6%	-1%	-11%	-8%
43	OC12CC3C[C@H](C1)C(N1CCOCC1)[C@@H](C3)C2 (stereo partly specified)	1%	33%	?	/	-9%	5%	-5%	11%	-2%
44	CCO[C@@H]1OC(C(=O)O)=C[C@H](C2CC2)[C@H]1CCCO	-8%	46%[activator]	28%	3%[59 µM]	-3%	1%	-6%	?	-3%
45	CCOc1ccc(S(=O)(=O)NCC(c2ccc(N(C)C)cc2)N2CCCC2)cc1 (stereo unspecified)	3%	-9%	10%	20µM*	i	35µM*	28%	?	3%
46	Cc1nn(C2CCS(=O)(=O)C2)c(C)c1CN(C)C(=O)c1ccc(S(=O)(=O)N(C)C)cc1 (stereo unspecified)	0%	27%	17%	/	-5%	/	2%	-17%	/
47	Cc1cc(C)c(NC(=O)NC(=O)c2ccc(F)cc2)c(C)n1	2%	14%	?	9%	4%	8%	2%	4%	-3%
48	Clc1cccc(-n2ncc3c(NCCCn4ccnc4)ncnc32)c1	6%	27%	16%	-11%[59 µM]	8%	28µM*	-3%	?	3%
49	CCOc1ccc(NC(=O)CC2Nc3ccccc3NC2=O)cc1 (stereo unspecified)	-3%	-4%	33%[activator]	-7%	-7%	-3%	0%	-19%	0%
50	Cc1csc(Sc2ccc([N+](=O)[O-])cc2C(=O)OCC(=O)NC(=O)NC(C)(C)C)n1	1%	-12%	4%	?	-8%	?	3%	?	-16%
51	Cc1ccc(CN(C(=O)c2ccc(Cl)c([N+](=O)[O-])c2)C2CCS(=O)(=O)C2)o1 (stereo unspecified)	-3%	3%	23%	25%	i	-22%[57.1 µM]	-3%	?	0%
52	O=C(CC(Sc1n[nH]c(-c2ccccc2)n1)c1ccccc1)NCc1ccccc1 (stereo unspecified)	-3%	7%	-4%	-11%[59 µM]	-11%	10%	5%	-4%	0%
53	CCN(C(=O)Cn1cnc2c(nc3n2CCCCC3)c1=O)c1cccc(Cl)c1	-7%	26%	24%	-5%	0%	-24%	-4%	-6%	2%

Record cards, from the list above.
Shown for O=C(NCCS(=O)(=O)N1CCN(c2ccccc2F)CC1)c1ccc(Br)cc1 : Pin1 inhibitor: -6%; HP1b chromo inh: -5%; POLI inh: 21%; G9a inh: 19%; PGK inhibitor: i; BAZ2B inh: -4%; GLS inh: -5%; JMJD2A Tudor inh: -17%; BLM inh: 2%
Shown for COc1cccc(CNc2nc3nc(C)c(Cl)c(C)n3n2)c1 : Pin1 inhibitor: 6%; HP1b chromo inh: 51%[activator]; POLI inh: -1%; G9a inh: 23%[12.7 µM]; PGK inhibitor: -1%; BAZ2B inh: -4%; GLS inh: 1%; JMJD2A Tudor inh: -8%; BLM inh: -1%
